Screening data: PubChem BioAssay, National Center for Advancing Translational Sciences (NCATS)
Pol eta inh = inhibitors of human DNA polymerase eta | recombinant Pol eta, fluorescent DNA replication assay | Potency, µM (top dose mostly 114 µM), for inactives: at the highest dose activity change, negative = inhibition, hits mostly inhibitors | Q9Y253 | hit rate 1.2% among 390,000; also: potency is read from the fitted curve at half-maximal effect; % is scaled to controls: 0 for no effect and ±100 for the full control effect
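Fluorescent replication assay: 50 nM final substrate added after a 15 min room-temperature compound preincubation with 10 nM enzyme. Signal taken at 0 min and again at 10 min.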
GLS inh = inhibitors of human glutaminase (GLS); Potency, µM (doses to about 45.5 µM), for inactives: at the top dose activity change, negative = inhibition, actives largely listed as inhibitors; GLS enzymatic activity, qHTS titration; hit rate 0.21% among 410,000; O94925; also: potency is read from the fitted curve at half-maximal effect; % is scaled to controls: 0 for no effect and ±100 for the full control effect
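Read-out is an Amplex red fluorescence increase coupled through glutamate oxidase and HRP, measured before and after 30 min room-temperature incubation. hKGA is in 45 mM KH2PO4 (pH 8.2) with 0.02% Tween-20; glutamine added as 1mM solution.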
HP1b binding inh = blocks HP1-beta chromodomain binding to methylated histone tails. P83916. AlphaScreen HP1-beta / biotin-H3K9me3 peptide binding. Potency, µM (titrated, usually from 114 µM), inactives show top-dose activity change, negative = inhibition, actives largely listed as inhibitors. hit rate 0.56% among 390,000. AID 540317; also: potency is read from the fitted curve at half-maximal effect; nearly all actives have a fitted effect of over 70% in size; inactives centre near 23
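HP1-beta protein (50 nM final) preincubated 30 min at room temperature with biotinylated H3(1-18)K9me3 peptide (50 nM) in PBS pH 7.4, 0.01% Tween-20, then compound added for 30 min. AlphaScreen streptavidin donor/nickel chelate acceptor beads (10 ug/mL final), 30 min dark, luminescence read.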
BAZ2B inh = inhibitors of human BAZ2B bromodomain. Potency, µM (doses to about 114 µM), for the others: top-dose activity change, negative = inhibition, most hits filed as inhibitors. AID 504333. hit rate 4.4% among 360,000. Q9UIF8. AlphaScreen BAZ2B-H3K14Ac peptide displacement; also: potency is read from the fitted curve at half-maximal effect; % is scaled to controls: 0 for no effect and ±100 for the full control effect; nearly all actives have a fitted effect of over 60% in size
Target sequence (Q9UIF8 whole entry, looked up): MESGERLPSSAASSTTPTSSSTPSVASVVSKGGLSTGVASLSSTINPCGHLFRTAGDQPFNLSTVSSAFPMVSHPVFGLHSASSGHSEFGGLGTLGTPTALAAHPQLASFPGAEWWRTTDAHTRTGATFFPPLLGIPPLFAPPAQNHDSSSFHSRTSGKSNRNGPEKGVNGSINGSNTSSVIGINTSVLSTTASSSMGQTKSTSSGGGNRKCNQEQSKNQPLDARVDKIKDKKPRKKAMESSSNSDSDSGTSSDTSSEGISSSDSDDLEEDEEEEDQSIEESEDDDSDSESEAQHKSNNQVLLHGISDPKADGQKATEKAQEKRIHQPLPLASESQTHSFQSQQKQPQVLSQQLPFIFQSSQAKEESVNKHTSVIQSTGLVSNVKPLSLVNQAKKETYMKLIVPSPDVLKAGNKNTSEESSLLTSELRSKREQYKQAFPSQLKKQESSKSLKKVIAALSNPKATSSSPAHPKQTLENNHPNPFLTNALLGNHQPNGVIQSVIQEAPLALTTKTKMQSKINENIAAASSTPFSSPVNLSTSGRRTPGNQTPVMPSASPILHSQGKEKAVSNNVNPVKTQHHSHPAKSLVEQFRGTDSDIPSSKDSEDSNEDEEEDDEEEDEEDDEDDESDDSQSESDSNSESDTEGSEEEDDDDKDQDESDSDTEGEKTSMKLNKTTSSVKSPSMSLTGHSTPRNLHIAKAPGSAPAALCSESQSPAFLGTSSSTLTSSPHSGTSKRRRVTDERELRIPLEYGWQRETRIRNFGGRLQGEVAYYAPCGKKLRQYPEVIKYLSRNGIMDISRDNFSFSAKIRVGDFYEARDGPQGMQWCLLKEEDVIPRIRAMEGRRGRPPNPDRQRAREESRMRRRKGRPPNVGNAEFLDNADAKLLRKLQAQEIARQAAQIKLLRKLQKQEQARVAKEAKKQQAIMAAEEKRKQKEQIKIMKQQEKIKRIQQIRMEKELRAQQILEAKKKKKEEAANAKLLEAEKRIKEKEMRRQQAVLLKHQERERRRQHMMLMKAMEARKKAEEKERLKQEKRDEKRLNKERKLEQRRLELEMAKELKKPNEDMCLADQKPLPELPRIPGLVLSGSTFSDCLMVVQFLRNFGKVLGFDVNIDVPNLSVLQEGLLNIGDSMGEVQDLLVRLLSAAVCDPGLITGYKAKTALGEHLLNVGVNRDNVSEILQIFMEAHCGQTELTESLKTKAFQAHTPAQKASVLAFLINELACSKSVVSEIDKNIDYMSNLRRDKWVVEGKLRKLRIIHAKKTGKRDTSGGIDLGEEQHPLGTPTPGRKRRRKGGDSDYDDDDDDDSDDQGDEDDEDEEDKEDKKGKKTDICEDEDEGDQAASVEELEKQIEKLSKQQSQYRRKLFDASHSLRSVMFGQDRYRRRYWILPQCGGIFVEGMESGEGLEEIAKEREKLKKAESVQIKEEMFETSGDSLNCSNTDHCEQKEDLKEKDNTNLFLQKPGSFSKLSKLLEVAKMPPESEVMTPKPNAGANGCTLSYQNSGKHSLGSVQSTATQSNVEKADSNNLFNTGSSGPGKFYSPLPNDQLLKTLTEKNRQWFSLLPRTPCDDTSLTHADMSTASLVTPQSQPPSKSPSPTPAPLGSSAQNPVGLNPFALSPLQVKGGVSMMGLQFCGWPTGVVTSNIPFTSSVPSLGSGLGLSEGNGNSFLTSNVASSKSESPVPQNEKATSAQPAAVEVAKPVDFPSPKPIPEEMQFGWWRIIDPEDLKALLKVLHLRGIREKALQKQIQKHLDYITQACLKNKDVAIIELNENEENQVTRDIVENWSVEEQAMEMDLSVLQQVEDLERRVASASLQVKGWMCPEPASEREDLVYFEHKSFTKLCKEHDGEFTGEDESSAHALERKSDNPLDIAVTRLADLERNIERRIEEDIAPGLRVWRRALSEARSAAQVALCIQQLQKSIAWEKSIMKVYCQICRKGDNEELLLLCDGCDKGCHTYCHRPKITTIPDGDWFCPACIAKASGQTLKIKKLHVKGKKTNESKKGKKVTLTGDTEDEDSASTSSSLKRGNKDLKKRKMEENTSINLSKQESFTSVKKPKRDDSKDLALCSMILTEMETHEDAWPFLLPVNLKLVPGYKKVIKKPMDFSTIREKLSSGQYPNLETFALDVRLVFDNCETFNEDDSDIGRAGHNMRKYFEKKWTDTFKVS
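Multi-concentration screen (max 110 uM) measuring displacement of acetylated histone H3 peptide from BAZ2B by AlphaScreen, using 50 nM protein, 50 nM peptide and 10 ug/mL streptavidin donor plus Ni-chelate acceptor beads.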
Tb PGK inh = inhibitors of T. brucei phosphoglycerate kinase. hit rate 0.043% among 380,000. P07378. Potency, µM (doses to about 57.5 µM), inactives show at the top dose activity change, negative = inhibition, most hits filed as inhibitors. PGK/GAPDH coupled, Kinase-Glo luminescence, 60 min; also: potency is read from the fitted curve at half-maximal effect; % is scaled to controls: 0 for no effect and ±100 for the full control effect; nearly all actives have a fitted effect of over 60% in size
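Luminescent ATP detection (Kinase-Glo Plus) follows a 60-minute room-temperature incubation, with wells lacking PGK as controls. Buffer: 100 mM TEA (pH 7.6), 5 mM MgCl2, 0.01% Tween-20. Coupling enzyme GAPDH (100 nM final) supplies unstable 1,3-BPG in-well.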
JMJD2A Tudor inh = inhibitors of human JMJD2A Tudor domain | O75164 | AlphaScreen JMJD2A-Tudor / H3K4me3 peptide binding | Potency, µM (top dose mostly 114 µM), without a hit: top-dose activity change, negative = inhibition, hits mostly inhibitors | hit rate 4.4% among 390,000 | AID 504339; also: potency is read from the fitted curve at half-maximal effect; % is scaled to controls: 0 for no effect and ±100 for the full control effect; nearly all actives have a fitted effect of over 50% in size
Pin1 inh = blocks the human prolyl isomerase Pin1. hit rate 0.009% among 390,000. Potency, µM (top dose mostly 115 µM), for the others: at the highest dose activity, negative = inhibition, usual class: inhibitors. Pin1 FP peptide displacement, HiFluor488, 10 min. AID 504891; active = well fitted inhibition curve with a large enough effect in the polarisation, with a control signal flat, not every such curve was filed as active; inconclusive = small, poorly fitted or top-dose-only effect, or effect the other way, or a change in a side signal; inactive = no such curve, though single readings can be large or run the other way; the % refers to the polarisation; also: potency is read from the fitted curve at half-maximal effect; % is scaled to controls: 0 for no effect and ±100 for the full control effect
G9a inh = inhibitors of human histone lysine methyltransferase G9a; Potency, µM (top dose mostly 102 µM), for inactives: top-dose activity, negative = inhibition, hits mostly inhibitors; G9a H3K9 monomethylation, AlphaScreen, 2 h; Q96KQ7; hit rate 8.8% among 350,000; also: potency is read from the fitted curve at half-maximal effect; % is scaled to controls: 0 for no effect and ±100 for the full control effect; nearly all actives have a fitted effect of over 75% in size
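Step 1: enzyme (final 20 nM) with compound, 15 min RT. Step 2: substrate peptide 500 nM and SAM 20 uM, 2 h RT. Step 3: anti-H3K9me1 antibody and AlphaScreen beads, 10 min, then plate read.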
PI4K2A inh = blocks human PI4K2A kinase activity; Q9BTU6; purified PI4K2A, ADP-Glo luminescence, 1 h; hits give low values; activity change, negative = inhibition, % at 76.9 µM; hit rate 0.13% among 420,000; AID 1346378; in the data active = activity change below about -50%; inconclusive = mostly about -30% to -49%;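 also: -100% = wells without enzyme as full effect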
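PI4K2A activity was measured by ADP-Glo luminescence: enzyme (4 ug/mL stock) and phosphatidylinositol (1.2 mM stock) in Tris pH 7.5/MgCl2/EGTA/Triton X-100 buffer were reacted with ATP (300 microM stock) for one hour at ambient temperature.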
Active calls of the source: *; i = inactive; ? = inconclusive; . = no result given; & = joins results of further samples; [ ] = another dose, or the depositor's remark. Unless noted, calls follow the shape of the dose curve; as a rule, active = well fitted curve in the direction sought with a large enough effect; inconclusive = small, poorly fitted or top-dose-only effect, or another doubt; inactive = no such curve, though single readings can be large; an effect the other way counts as inactive or inconclusive. Only part of the results is shown; count on the stated rates, not on these rows.

Order of values – Pol eta inh, GLS inh, HP1b binding inh, BAZ2B inh, Tb PGK inh, JMJD2A Tudor inh, Pin1 inh, G9a inh, PI4K2A inh
CC(=O)N1CCN(S(=O)(=O)c2cccc(C(=O)Nc3ccccc3N3CCOCC3)c2)CC1
    -6%, -1%, 23%, 1%, -2%, -14%, -2%, ?, -4
Cc1cc(Cl)c(S(=O)(=O)N2CCSCC2)cc1OCC(=O)NC1CCCCC1
    -6%, -4%, 15%, ?, -5%, -22%, -5%, 6%, 1
O=C(NCC(c1ccco1)N1CCCCC1)c1cccnc1 (centres undefined)
    -9%, -5%, 55%[activator], -3%, i, -9%, -5%, 7%[12.7 µM], -1
CC(C)CN(C(=O)CSc1nc2ccccc2[nH]1)c1c(N)n(Cc2ccccc2)c(=O)[nH]c1=O
    -2%, 1%, ., ., 4%, ., ., ., -3
Cc1ccc(-n2ccn(CC(=O)NCCc3ccccc3)c(=O)c2=O)cc1C
    -13%&-13%, -5%&7%, 10%[57 µM], 1%&5%, -7%&0%, 1%&11%, 2%&-2%, 30%&-7%[59 µM], -5&-6
COc1ccc(N2CCN(C(=O)c3cn(C)c4ccc(S(=O)(=O)N(C)C5CCCCC5)cc4c3=O)CC2)cc1
    -17%, -1%, 15%, ., 11%, -15%, -3%, ?, -1
CC(=O)Nc1ccc(NC(=O)C(C)OC(=O)c2cc(S(=O)(=O)N(C)C)ccc2N2CCCC2)cc1 (centres undefined)
    -14%, 9%, 12%, -3%, -2%, -14%, 2%, ?, -3
CC(=O)NCCc1nc2ccccc2n1CCCCOc1ccccc1
    -21%, 1%, 27%, -1%, i, -11%, -1%, 28%, -1
COc1cccc(CSc2nc3n(n2)C(c2ccccc2C)C(C(=O)Nc2ccccc2OC)=C(C)N3)c1 (centres undefined)
    -5%, 6%, -13%, -14%, -8%, -30%, 29%, 1%[59 µM], 4
CCOc1ccc(NC(=O)COC(=O)c2ccc3c(c2)C(=O)N(CCc2ccccc2)C3=O)cc1
    -12%, 0%, 34%, 6%, 3%, -1%, 5%, 5%[59 µM], -2
C[C@H](CO)N1C[C@H](C)[C@@H](CN(C)S(=O)(=O)c2cccs2)Oc2c(NC(=O)C3CC3)cccc2C1=O
    4%, 4%, 28%, ., -5%, -15%, 0%, ., 1
O=c1[nH]c(=S)[nH]c2scc(-c3ccc(Br)cc3)c12
    -5%, 1%, -14%, ., i, -22%, 10%, ., 0
O=S(=O)(c1ccc(Cl)cc1)n1ccc2cccnc21
    -12%, -25%, 22%, 9%, 5%, 7%, 3%, 2%[59 µM], -1
CCOc1c2ccoc2nc2c(OC)c(OC)ccc12
    -7%, -1%, 28%, 3%, i, -17%, 6%, -11%[59 µM], -3
OC(COCc1cccs1)CN1CCN(c2ccccc2Cl)CC1 (centres undefined)
    -4%, 8%, 18%, 13%, -2%, -16%, -1%, 9%, -4
O=C(Nc1ccccc1)/C(=C1\CCCN1)[N+](=O)[O-]
    -16%, -3%, 34%, -3%, 5%, 12%, -8%, 3%, 7
Cc1ccc(C(=O)O)c(C(=O)Nc2nc(C)cs2)c1
    -12%, -3%, 21%, -1%, -1%, -10%, -1%, -7%[59 µM], 1
Cc1nnc(NC(=O)c2cccc(F)c2)s1
    -16%, -4%, 41%[activator], -28%, i, -35%, 2%, -35%[59 µM], 2
O=C(NCCCn1ccnc1)/C(=C\c1ccccc1Cl)NC(=O)c1ccccc1
    -7%, 20%, 31%, ?, 4%, -11%, -2%, ., 4
CCn1c(=S)sc2nc(C)sc21
    11%, ?, -33%, ., -3%[11.5 µM], -26%, 12%, ., -5

Structures above with a furan ring, fused or not (2):
Order of values – Pol eta inh, GLS inh, HP1b binding inh, BAZ2B inh, Tb PGK inh, JMJD2A Tudor inh, Pin1 inh, G9a inh, PI4K2A inh
O=C(NCC(c1ccco1)N1CCCCC1)c1cccnc1 (centres undefined)
    -9%, -5%, 55%[activator], -3%, i, -9%, -5%, 7%[12.7 µM], -1
CCOc1c2ccoc2nc2c(OC)c(OC)ccc12
    -7%, -1%, 28%, 3%, i, -17%, 6%, -11%[59 µM], -3

Additional entries:
Order of values – Pol eta inh, GLS inh, HP1b binding inh, BAZ2B inh, Tb PGK inh, JMJD2A Tudor inh, Pin1 inh, G9a inh, PI4K2A inh
COc1cccc(CNC(=O)Cn2c(=O)n3nc(-c4cccc(C)c4)nc3c3ccccc32)c1
    -10%, -4%, 20%, -1%, 0%, -4%, 2%, 6%[59 µM], 1
O=C1CC(c2ccc(Cl)cc2)SC(N(c2ccccc2)c2ccccc2)=N1 (centres undefined)
    -25%, 5%, 11%, -12%, i, -24%, -1%, -4%[59 µM], -3
O=C(O)C(c1ccccc1)C(O)C1CC=CCC1 (centres undefined)
    2%, 13%, 8%, ., 0%, -13%, 3%, ., -27
Cc1ccc(C)c(NC(=S)N(Cc2cccc(Br)c2)CC2CCC(C(=O)O)CC2)c1 (centres undefined)
    -4%, -4%, 54%[activator], -2%, -6%, -28%, -5%, -29%, 1
COc1ccc(OC)c(/C=C/C(=O)N2C(=O)c3cccc(N)c3C2=O)c1
    ?, 6%, 16%, 4%, 2%, -6%, -9%, 1%[59 µM], 45
CC(C)(C)/C(O)=C(/C#N)c1nc2ccccc2[nH]1
    -13%, 9%, 27%, 4%, -7%, -18%, 8%, 6%, -2
CCOc1ccc(OCC)c(NC(=O)C2CCN(c3cnccn3)CC2)c1
    -10%&6%, -1%&-5%, 10%&22%, -39%, 3%, -15%&-13%, 2%&-7%, -28%[59 µM], -1&2
Cc1c(CC(=O)O)c(=O)oc2cc(OCc3ccc(F)cc3Cl)ccc12
    -5%, 7%, 16%, -3%, i, -12%, -2%, -11%, 2
Cc1ccccc1N/C(SCc1ccc(Cl)cc1)=C(/C#N)C(=O)NCc1ccco1
    -1%, 1%, 4%, -7%, i, ?, 9%, -21%, 2
Cc1cc(=O)oc2ccc(OCC(=O)N(Cc3ccc(F)cc3)Cc3ccco3)cc12
    5%, 0%, ?, -19%, -9%, -31%, 14%, ?, -4
COc1cccc(NC(=O)CN(C)C(C)C(=O)Nc2cc([N+](=O)[O-])ccc2Cl)c1 (centres undefined)
    -28%, -3%, 6%, -23%, -1%, -16%, -1%, 3%, 1
COc1ccc(N(CC(=O)NCc2cccnc2)S(=O)(=O)c2ccccc2[N+](=O)[O-])c(OC)c1
    -2%, -12%, -1%, 3%, -4%, -14%, -1%, ., 4
C=CCn1c(C)cc(C(=O)COC(=O)c2cncc(Br)c2)c1C
    2%, 2%, -6%, ?, -6%, ?, 0%, 3.2µM*, -1
CCN1CCCC1CNC(=O)C(=O)Nc1ccc(OC)cc1 (centres undefined)
    -9%, 39%[activator], 25%, -8%, i, 2%, 0%, ., -4
COC(=O)C1CSC(c2ccc(Cl)cc2)N1C(=O)c1ccccc1 (centres undefined)
    -23%, -9%, 60%[activator], ?, -9%, 4%, -2%, -1%, 5
OC(COc1ccccc1)CN1CCOCC1 (centres undefined)
    -6%, -4%, 24%, 4%, ., -10%, -1%, -11%[59 µM], 1
CN1c2ccccc2C(=O)/C(=C\Nc2ccc(F)cc2F)S1(=O)=O
    -12%, 0%, 0%, -17%, -6%, ?, 5%, -22%, 4
CC(Oc1ccc(Cl)cc1Cl)C(=O)Nc1cccc(O)c1 (centres undefined)
    -23%, -3%, 43%[activator], -21%, -7%, -5%, -6%, ?, -3
Cc1nc[nH]c(=O)c1Br
    -7%, 7%, 24%, 1%, 10%, -4%, 2%, 10%[59 µM], -3
COc1cccc(C(O)CC(N)=O)c1 (centres undefined)
    -12%, 14%, 25%, 4%, 10%, -6%, 1%, 9%[59 µM], -7
O=C1CC(c2cccc([N+](=O)[O-])c2)c2cc3c(cc2N1)CCC3 (centres undefined)
    -6%, -3%, -8%, -16%, -8%, -30%, 1%, ?, 4
O=C1CSC(=Nc2cccc([N+](=O)[O-])c2)N1
    0%, -2%, 45%[activator], ?, ., -5%, 1%, ?, 2
COc1ccc(NC(=O)CN(C)S(=O)(=O)c2ccc3[nH]c4c(c3c2)CCCC4)cc1OC
    2%, 5%, -16%, ?, 1%, ?, -2%, ?, 2
Cc1nc(-c2ccc(Cl)cc2)sc1CCNC(=O)c1ccco1
    -14%, 5%, 3%[57 µM], -10%, -6%, -14%, -3%, 9%[59 µM], -6
COc1ccc(-c2cc(=O)oc3cc(OCC(=O)N[C@@H](Cc4c[nH]c5ccccc45)C(=O)O)ccc23)cc1
    -15%, 16%, 3%, ?, -11%, -31%, -12%, ., -52*
Cc1ccc(-c2c(C(=O)N/N=C/c3ccoc3)nnn2-c2nonc2N)cc1
    -4%, -1%, 41%[activator], -35%, 0%, -13%, -1%, 45%[59 µM], 4

Profiles as entered above.
CCN1CCCC1CNC(=O)C(=O)Nc1ccc(OC)cc1 (centres undefined) as listed: Pol eta inh: -9%; GLS inh: 39%[activator]; HP1b binding inh: 25%; BAZ2B inh: -8%; Tb PGK inh: i; JMJD2A Tudor inh: 2%; Pin1 inh: 0%; G9a inh: .; PI4K2A inh: -4
OC(COc1ccccc1)CN1CCOCC1 (centres undefined) as listed: Pol eta inh: -6%; GLS inh: -4%; HP1b binding inh: 24%; BAZ2B inh: 4%; Tb PGK inh: .; JMJD2A Tudor inh: -10%; Pin1 inh: -1%; G9a inh: -11%[59 µM]; PI4K2A inh: 1
O=C(O)C(c1ccccc1)C(O)C1CC=CCC1 (centres undefined) as listed: Pol eta inh: 2%; GLS inh: 13%; HP1b binding inh: 8%; BAZ2B inh: .; Tb PGK inh: 0%; JMJD2A Tudor inh: -13%; Pin1 inh: 3%; G9a inh: .; PI4K2A inh: -27
